# Screening results: PubChem, National Center for Advancing Translational Sciences (NCATS)
# RORgamma inh = ROR gamma (mouse) transcription inhibition. P51450. Drosophila S2 Gal4-RORgamma UAS-luciferase reporter, 20 h. Potency, µM (titrated, usually from 53.6 µM), for inactives: top-dose activity change, negative = inhibition, most hits filed as inhibitors. hit rate 5.4% among 310,000. AID 2551; also: nearly all actives have a fitted effect of over 60% in size
# Target sequence (P51450 whole entry, looked up, the tested form may be a part): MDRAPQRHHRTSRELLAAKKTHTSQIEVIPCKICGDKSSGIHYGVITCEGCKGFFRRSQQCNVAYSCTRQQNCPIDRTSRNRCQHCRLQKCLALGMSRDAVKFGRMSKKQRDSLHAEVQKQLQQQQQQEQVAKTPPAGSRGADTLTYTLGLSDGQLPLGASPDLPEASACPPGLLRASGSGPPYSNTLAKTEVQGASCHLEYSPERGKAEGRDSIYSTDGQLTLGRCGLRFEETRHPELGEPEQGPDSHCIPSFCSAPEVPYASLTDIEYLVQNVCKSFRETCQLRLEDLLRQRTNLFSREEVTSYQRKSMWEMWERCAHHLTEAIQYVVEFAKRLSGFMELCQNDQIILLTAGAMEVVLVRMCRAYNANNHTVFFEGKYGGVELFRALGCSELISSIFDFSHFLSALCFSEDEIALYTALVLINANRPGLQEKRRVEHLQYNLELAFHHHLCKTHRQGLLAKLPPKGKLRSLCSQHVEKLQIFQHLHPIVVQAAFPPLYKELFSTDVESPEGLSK
#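 Stably transfected Drosophila Schneider cells are the test system, with ROR gamma fused to Gal4 and luciferase under UAS control; luminescence is read after 20 hr of 700 uM copper sulfate induction at ambient temperature.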
# VP16 counter = counter-screen for ROR gamma inhibitors: Gal4-VP16 reporter. Drosophila S2 Gal4-VP16 UAS-luciferase, luminescence, 20 h. Potency, µM (highest dose often 53.6 µM), without a hit: top-dose activity, negative = inhibition, actives largely listed as inhibitors. hit rate 3.5% among 310,000. AID 2546;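 also: Gal4-VP16 expression switched on by copper sulfate through the metallothionein promoter; nearly all actives have a fitted effect of over 50% in size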
# * hit, by the source's call; ? = inconclusive; & = joins results of further samples; [ ] = another dose, or the depositor's remark. Calls follow the shape of the dose curve; as a rule, active = well fitted curve in the direction sought with a large enough effect; inconclusive = small, poorly fitted or top-dose-only effect, or another doubt; inactive = no such curve, though single readings can be large; an effect the other way counts as inactive or inconclusive. % is scaled to controls: 0 for no effect and ±100 for the full control effect; potency is read from the fitted curve at half-maximal effect. Only part of the results is shown; count on the stated rates, not on these rows.
entry	structure	RORgamma inh	VP16 counter
1	COc1cccc([C@@H]2Oc3ccc(OC)cc3C(=O)[C@H]2OC(=O)NS(=O)(=O)c2ccc(C)cc2)c1	?	4%
2	CCCCC/C=C\C/C=C\C/C=C\CCCCCCC(=O)O[C@H](COCCCCCCCCCCCCCCCC)COP(=O)([O-])OCC[N+](C)(C)C	-21%	-2%
3	C=C(CC1([C@@H](NP(=O)(c2ccccc2)c2ccccc2)[C@H]2C[C@@H]2CCN(C(=O)OCC)S(=O)(=O)c2ccc(C)cc2)CC1)c1ccccc1	2%	-22%
4	COc1ccc(C(=O)N2CCC3(CC2)CN(Cc2ccc(C#N)cc2)C3)cc1	-2%	1%
5	COc1ccccc1/C=C\C(=O)OC[C@@H]1CCCN2CCCC[C@H]12	0%	-1%
6	CC(=O)NCCNc1ncncc1-c1ccccc1C	-4%	0%
7	COc1ccccc1-c1cc(=O)c2cc(O)ccc2o1	-9%	-5%
8	C/C(=C(/CCO)SSC[C@@H]1CCCO1)N(C=O)Cc1cnc(C)nc1N	-16%[16.9 µM]	-3%[17 µM]
9	O=C(c1ccncc1)N1CCC2(CC1)CCN(c1ccccc1)CC2	-4%	-13%
10	O=NO	6%&24%	2%&5%
11	Cc1ccc2c(c1)c(CC(NC(=O)c1ccccc1Oc1ccccc1)C(=O)O)cn2C(=O)OCc1ccccc1 (configuration not stated)	?	-1%
12	Cc1cccc(-c2nn(C(=S)Nc3ccccc3)cc2-c2ccnc3ccccc23)n1	?	-23%
13	COc1cccc(Nc2ncc3nc(-c4ccccc4)c(=O)n(C4CC4)c3n2)c1	12%	1%
14	Cc1cnc(CNc2ncnc3ccc(-c4cccc(NS(C)(=O)=O)c4)cc23)cn1	13%	-17%
15	CCCC[C@H]1CCCO[C@@](C(=O)NCc2ccccc2)(C(F)(F)F)C1	1%	3%
16	COc1ccc(C2=Nn3c(nnc3-c3ccc(OC)cc3OC)SC2)cc1	?	-9%
17	CN(C)c1nc(-c2ccccc2C(F)(F)F)nc2ccccc12	-5%	-7%
18	C=CCOC(=O)C(C(C)=O)C(NC(=O)OC)c1ccco1 (configuration not stated)	3%[10 µM]	-2%[10 µM]
19	NCC1OC(OC2C(N)CC(N)[C@@H](O)[C@@H]2OC2O[C@H](CO)[C@@H](O[C@@H]3OC(CN)C(O)C(O)C3N)C2O)C(N)C(O)C1O (some centres not stated)	-14%	-3%
20	CC(C)=CCC/C(C)=C/CO/N=C1/[C@H]2O[C@@H]2[C@@H](O)[C@H]2[C@H]1CCn1c(=O)n(C)c(=O)n12	32%[10 µM]	0%[10 µM]
21	COC(=O)[C@@]1(Cc2ccccc2)[C@H]2c3cc(C(=O)N(C)C)n(Cc4c(CO)[nH]cc(C)c4=O)c3C[C@H]2CN1C(=O)c1ccccc1	38%	-12%
22	O=C(c1csnn1)N1CCC2(CC1)CN(c1ccccn1)C2	15%	-12%
23	COc1cc(O)c(C(=O)c2ccccc2)cc1O	13µM*	?
24	C=CCOC(=O)NC(c1ccc(F)c(F)c1)S(=O)(=O)c1ccc(Cl)cc1 (configuration not stated)	21%	-4%
25	C=CCOC(=O)N[C@@H](c1ccccc1)[C@@H](C)[N+](=O)[O-]	-1%	2%
26	[O][C@H]1[C@@H](O)[C@@H](CO)O[C@@H](O[C@@H]2[C@@H]3OC[C@H]2O[C@H](O[C@@H]2[C@@H](O)[C@H](C[C@@H]4[C@@H]5OC[C@H]4O[CH][C@@H]5O)O[C@H](CO)[C@@H]2OS(=O)(=O)O)[C@@H]3OS(=O)(=O)O)[C@@H]1O	1%	-6%
27	COc1cccc([C@@H]2Oc3ccc(OC)cc3/C(=N/OC[C@@H](C)[C@H](OCc3ccccc3)C(C)C)[C@@H]2O)c1	23%[10 µM]	-2%[10 µM]
28	O=C(NCCCN1CCCCCC1)[C@@H](c1ccccc1)C1CCCCC1	1%	1%
29	COc1cccc(-c2nnc3n2N=C(c2c(OC)cccc2OC)CS3)c1	-29%	-3%
30	C[C@@H](O)CCC[C@H](O)/C=C/[C@@H]1[C@@H](C/C=C\CCCC(=O)O)[C@@H](O)C[C@H]1O	-3%	1%
31	CCCCCCN(CCCCCC)C(=O)Cc1c(-c2ccc(Cl)cc2)[nH]c2ccc(Cl)cc12	-2%	3%
32	COc1ncc2ncc(=O)n(Cc3ccc(F)cc3)c2n1	-1%	-7%
33	NCCNCCN	-14%	-16%
34	CCCCC/C=C/C=C1/C(=O)C=C[C@@H]1C/C=C\CCCC(=O)O	7%&-19%	-10%&-20%
35	Cc1noc(C)c1C(=O)N1CCC[C@@]2(CCN(C(=O)Nc3ccccc3)C2)C1	1%	-7%
36	CCCC[C@@H]1C[C@H]1[C@@H](NP(=O)(c1ccccc1)c1ccccc1)c1ccccc1OC	?	?
37	COC(=O)CC1C(C)(C)C(=O)C2CC3C4=CC(=O)OC(c5ccoc5)[C@]4(C)CCC3[C@@]1(C)C2=O (some centres not stated)	5%	-5%
38	CCCCOC(OCCCC)[C@H](O)CSc1ccc2ccccc2c1	1%[10 µM]	-12%[10 µM]
39	CCN1C(=O)[C@H]2[C@H]3[C@H](O)[C@H](O)C/C(=N/NC(=O)OCc4ccc(OC)cc4)[C@H]3CC[C@@H]2C1=O	-25%[10 µM]	-6%[10 µM]
40	C[Si](C)(C)Cl	-17%	-6%
41	O=P(O)(O)O[C@@H]1[C@H](O)[C@H](O)[C@@H](OP(=O)(O)O)[C@H](OP(=O)(O)O)[C@H]1O	-7%	2%
42	O=C(O)c1ccccc1O[C@@H]1O[C@H](C(=O)O)[C@@H](O)[C@H](O)[C@H]1O	6%	-3%
43	CCC1=C(OC(=O)N(CC)CC)N2C(=O)OC(=NCCOC)[C@]2(C)[C@H]2C1=CC[C@H]1C(=O)N(C)C(=O)[C@H]12	-1%	-8%
44	O=C(c1cnccn1)N1CCC2(CC1)CN(c1ccccc1)C2	-8%	11%
45	Cn1cccc1C(=O)N1CCC2(CC1)CCN(c1ccccn1)CC2	28%	-6%
46	COc1cccc(Cn2c(=O)cnc3cnc(Oc4ccccc4)nc32)c1	-4%	-14%
47	O=C(c1ccco1)N1CCC2(CCCN(c3ncccn3)C2)CC1	24%	-11%
48	c1cncc(-c2cncnc2NCc2cccs2)c1	20%	8%
49	CN1CCN(c2ncc3nc(-c4ccc(Cl)cc4)c(=O)n(-c4ccccc4)c3n2)CC1	13%	8%
50	CN(C)Cc1ccccc1-c1cc(Nc2ccccc2)ncn1	-2%	2%

# Compound profiles (already shown). Values in the order: RORgamma inh	VP16 counter
# `CCCCCCN(CCCCCC)C(=O)Cc1c(-c2ccc(Cl)cc2)[nH]c2ccc(Cl)cc12` across the screens: -2%	3%
# `COC(=O)CC1C(C)(C)C(=O)C2CC3C4=CC(=O)OC(c5ccoc5)[C@]4(C)CCC3[C@@]1(C)C2=O` (some centres not stated) across the screens: 5%	-5%

# Molecules from the list above containing a CF3 group:
entry	structure	RORgamma inh	VP16 counter
15	CCCC[C@H]1CCCO[C@@](C(=O)NCc2ccccc2)(C(F)(F)F)C1	1%	3%
17	CN(C)c1nc(-c2ccccc2C(F)(F)F)nc2ccccc12	-5%	-7%

# Next part:
entry	structure	RORgamma inh	VP16 counter
51	CC[C@H](NC(=O)[C@H](CCC(=O)O)NC(=O)[C@H](CCC(=O)O)NC(=O)[C@H](CC(=O)O[S+](=O)([O-])c1cccc2c(NCCN)cccc12)NC(=O)[C@H](CCC(=O)O)NC(=O)[C@H](CC(=O)O)NC(C)=O)C(=O)ON[C@@H](C)C(=O)N[C@@H](CO)C(=O)N[C@@H](CCCCNC(=O)c1ccc(N=Nc2ccc(N(C)C)cc2)cc1)C(N)=O	-11%	9%
52	COc1ccccc1-c1nc(Nc2ccncc2)c2ccccc2n1	-32%	9%
53	COc1ncc2nc(CCc3ccccc3)c(=O)n(Cc3ccc(F)cc3)c2n1	29%	-11%
54	C[C@]1(C(=O)NCC2CC2)C=C[C@@H](Cc2ccccc2)N1C(=O)c1ccccc1	37%	6%
55	COc1ccccc1CNc1ncncc1-c1ccccc1CN(C)C	-12%	-3%
56	Cn1cc(-c2nc3cnc(Oc4cccc(Cl)c4)nc3n(CCC#N)c2=O)c2ccccc21	-20%	-5%
57	COc1ccc(Oc2ncc3nc(-c4cccc(C#N)c4)c(=O)n(CCC#N)c3n2)cc1	?	?
58	CO[C@H]1COC(=O)CCC[C@@H](C)[C@H](OC)COC(=O)[C@H]2CCCN2C(=O)C/C=C\[C@@H]1C	1%[10 µM]	3%[10 µM]
59	O=C(c1cccc(F)c1)N1CCC2(CCN(Cc3nccs3)CC2)CC1	0%	3%
60	CCCNC(=O)OC[C@H]1O[C@@H](CCO/N=C2/C[C@@H](O)[C@@H](O)[C@@H]3[C@@H]4C(=O)N(CC)C(=O)[C@H]4CC[C@@H]23)C=C[C@@H]1Oc1ccc(OC)cc1	-1%[10 µM]	-4%[10 µM]
61	Cc1noc(C)c1C(=O)N1CCC2(CCCN(C(=O)Nc3cccc(C#N)c3)C2)CC1	-1%	4%
62	CC1CC[C@@]2(OC1)OC1CC3C4CC[C@@H]5CC(O)CC[C@@]5(C)C4CC[C@]3(C)C1C2C (some centres not stated)	17%	5%
63	c1cncc(-c2nc(NCCN3CCOCC3)c3ccccc3n2)c1	-14%	-1%
64	COC(=O)N1CCC2(CCCN(c3ncccn3)C2)CC1	3%	-3%
65	C=C1C=C(Br)C2(OCCCO2)[C@H]2OC12 (some centres not stated)	-1%[10 µM]	-3%[10 µM]
66	C=CCOC(=O)/C=C/NC(=O)/C=C/C=C/CCCCCCCC(C)O (configuration not stated)	-6%&16%[10 µM]	0%&2%[10 µM]
67	COc1ccc(-c2coc3cc(O)ccc3c2=O)c(O)c1O	5%	2%
68	CSCC[C@H](NC(=O)[C@H](Cc1ccccc1)NC[C@@H](NC[C@@H](N)CS)C(C)C)C(=O)O	23%	1%
69	C[C@@H](CCc1ccc(O)cc1)NCCc1ccc(O)c(O)c1	-23%	-4%
70	COCn1c2ccccc2c2nnc(C(C)=O)nc21	1%&11%[10 µM]	-14%&3%[10 µM]
71	CC12C=C(/C=C/C=C/c3ccco3)C(C)(C1)C(/C=C/c1ccco1)CC2=O (configuration not stated)	21%[10 µM]	-2%[10 µM]
72	COc1cccc2c1C(=O)CC(c1ccccc1)O2 (configuration not stated)	20%	26%
73	Cc1cccc(CN2CC34CCC(CC3S2(=O)=O)O4)c1 (configuration not stated)	25%	-5%
74	COCCn1c(=O)c(-c2cccc(C#N)c2)nc2cnc(OCc3ccccc3)nc21	28%	-3%
75	CC(=O)N1CCC2(CCCN(c3cccc(-c4ccccc4)c3)C2)CC1	1%	-10%
76	COc1cccc(-c2ccc3ncnc(Nc4ccccc4)c3c2)c1	26%	-28%
77	CCOC(=O)[C@]1(C(NC(=O)OC)c2cccc(F)c2)CCCC1=O (some centres not stated)	2%[10 µM]	-7%[10 µM]
78	CC(=O)NCCNc1cc(-c2ccccc2C)ncn1	0%	-3%
79	COc1cccc(-c2cc(=O)c3cc(NC(=O)c4cccnc4)ccc3[nH]2)c1	11%	-1%
80	COc1c(Cl)ccc(Cl)c1C(=O)O	4%	4%
81	CO[C@@H]1[C@@H](OC(N)=O)[C@@H](O)[C@H](Oc2ccc3c(O)c(NC(=O)c4ccc(O)c(CC=C(C)C)c4)c(=O)oc3c2C)OC1(C)C	17%	0%
82	COc1ccc(CNc2ccnc(-c3ccc(N(C)C)cc3)n2)c(OC)c1	28%	3%
83	C[C@@H](C(=O)Nc1ccc2ccccc2c1)[C@H]1C[C@]1(C)[C@H](NC(=O)Oc1ccc(F)cc1)c1ccccc1	25%	-7%
84	COCC(=O)N1CCC[C@@]2(CCN(C(=O)Nc3cccc(C#N)c3)C2)C1	4%	-12%
85	Cc1noc(C)c1-c1ccc2ncnc(NCc3ccccc3Cl)c2c1	-32%	5%
86	C=C(C)C(O)/C=C/c1ccc(OC)cc1 (configuration not stated)	18%[10 µM]	6%[10 µM]
87	CCOc1cccc2oc(-c3ccccc3Cl)cc(=O)c12	-41%	?
88	O=[N+]([O-])c1ccccc1CCO	10%	-18%
89	O=c1c(O)c(-c2ccc(O)cc2)oc2cc(O)ccc12	-8%	-10%
90	COc1cc(/C=C\c2ccc(OC)cc2OC)cc(OC)c1	?	-15%
91	O=c1c(O)c(-c2cccc(O)c2)oc2ccccc12	?	2%
92	CC1=CC[C@@]2(CO)COC(c3ccccc3O)C1C2 (some centres not stated)	0%	-4%
93	COc1ccc(C=C2c3ccccc3C(=O)c3ccccc32)cc1O	3%	11%
94	COc1cccc(-c2ccc3ncnc(N4CCN(C)CC4)c3c2)c1	0%	-2%
95	CN1CCN(C2Cc3ccccc3Sc3ccc(S)cc32)CC1 (configuration not stated)	?	?
96	NCCCC[C@H](NC(=O)CNC(=O)[C@@H]1CCCN1C(=O)[C@H](Cc1ccc(O)cc1)NC(=O)CN)C(=O)N[C@@H](Cc1ccccc1)C(=O)O	7%	-3%
97	COc1cccc(Cn2c(=O)c(-c3ccc(F)cc3)nc3cnc(N4CCOCC4)nc32)c1	13%	-2%
98	COC(=O)c1ccc(C(NC(=O)OCc2ccccc2)/C(C)=C/[C@@H](C)C(=O)NCc2nc3ccccc3s2)cc1 (some centres not stated)	44%	-1%
99	CCCCCCCCCCCCCCCC(=O)OC[C@@H](COP(=O)([O-])OCC[N+](C)(C)C)OC(=O)CCCCCCCCCCCCCCC	7%	-5%
